# Screening data as filed in PubChem BioAssay.
# NCI-60 one-dose screen, 48 h, at 10 µM unless noted. Numbers give growth in % (100 = growth as untreated, 0 = no growth, -100 = all killed).
# HCT-116 – HCT-116 colon cancer. 82,000 compounds, 7.3% hits
# SF-268 – SF-268 CNS cancer cells | 82,000 compounds, 3.1% hits | AID 1794759
# SNB-75 – SNB-75 CNS cancer. 79,000 compounds, 5% hits. AID 1794750
# KM12 – KM12 colon cancer cells; 82,000 compounds, 5% hits
# SW-620 – SW-620 colon cancer; 82,000 compounds, 5.2% hits
# HCT-15 – HCT-15 colon cancer; 82,000 compounds, 5.2% hits
# HCC-2998 – HCC-2998 colon cancer | 79,000 compounds, 4.7% hits
# HT29 – HT29 colon cancer; AID 1794748; 81,000 compounds, 7.4% hits
# SNB-19 – SNB-19 CNS cancer cells; 81,000 compounds, 2.5% hits
# Starred values were filed as active, the others as inactive; x = no result given; & = joins results of further samples. Rule for the calls: active = growth percent below 10; inactive = the rest.
SMILES,HCT-116,SF-268,SNB-75,KM12,SW-620,HCT-15,HCC-2998,HT29,SNB-19
COc1ccc(C2C=C(c3ccc(NCc4nccc(OCC(F)(F)F)c4C)cc3)NC(N)=N2)cc1 (stereo not drawn),71,80,98,88,105,73,100,65,96
CCOC(=O)Nc1ccccc1NC(=O)/C=C/c1ccc(NC(=O)c2ccc3c(c2)ncn3-c2ccccc2)cc1,97,97,64,99,109,96,106,106,93
O=C(Nc1cccc2ccccc12)c1cc2ccccc2cc1O,7.6*,24,13,10,17,19,28,69,23
COc1ccc(OC)c(-c2cc(-c3ccc(Cl)cc3)c(C#N)c(SC)n2)c1,44,63,73,74,84,73,84,54,65
O=C1/C(=C/c2ccc(C(F)(F)F)cc2)COc2ccc(O)cc21,33,85,81,52,2.0*,41,94,44,85
O=C(NCCSSCCNC(=O)c1ccccc1)c1ccccc1,105,113,86,101,104,104,100,108,111
COc1ccc(-c2nc3sc(C)nn3c2/C=C/C(=O)c2ccc(OC)c(OC)c2)cc1,88,94,93,93,109,100,x,105,104
N#CC1(Nc2ccc(-c3ccc(Cl)cc3)cc2)CCCC1,108,87,74,116,97,100,97,x,92
Clc1ccc(/C(=N/N2CCCCCC2)c2ccccc2)cc1,104,108,96,99,100,103,102,101,109
Cc1cc(NC(=O)Nc2cccc3ccccc23)no1,95,108,91,112,109,95,104,108,105
CC(=O)/C(=C/c1ccc(-c2ccccc2)cc1)C(=O)c1ccccc1,58,86,80,81,86,67,99,70,82
COc1ccc(/C=C2\Oc3cc(C)c(Cl)cc3C2=O)cc1OC,85,102,101,100,104,96,116,109,98
O=C(O)c1ccccc1C(=O)c1ccc(Cl)cc1,101,101,93,110,100,104,110,101,102
CCOC(=O)CC(O)(CC(=O)OCC)C(=O)OCC,103,99,93,99,100,94,102,108,104
COc1ccc(C(=O)CSc2nc(Nc3cccc(S(N)(=O)=O)c3)c(C#N)c(C(C)C)n2)cc1,103,110,115,107,108,93,108,108,94
Oc1ccc(/C=N\N=C\c2ccc(O)cc2)cc1,108,105,89,111,103,103,105,107,104
O=C(O)c1ccc(-n2cc(C(=O)O)c(-c3cc(C(F)(F)F)cc(C(F)(F)F)c3)n2)cc1,100,88,74,98,103,101,95,87,101
O=C1/C(=N\O)CC(c2ccccc2)N1c1ccccc1 (stereo not drawn),101,96,95,104,105,114,x,106,101
O=c1[nH]cnc2c1ncn2C1OC(CO)CC1F (stereo not drawn),93,112,89,106,105,104,91,104,104
OCC1OC(n2cnc3c(Cl)ncnc32)CC1O (stereo not drawn),94,99,102,107,99,96,108,107,96
O=C(Nc1ccc(I)cc1F)c1cc(Cl)ccc1O,-29*,5.9*,-24*,-11*,8.7*,2.6*,18,34,19
Oc1ccccc1-c1nnc(COc2ccc(Cl)cc2Cl)o1,18,8.6*,87,42,51,27,77,60,54
O=C(CSc1nc2c(c(=O)[nH]1)CCCC2)NNC(=O)c1ccccc1,107,96,115,103,111,112,112,113,103
CC(C)CN1CC(C)C(=O)N(c2ccccc2)C1=O (stereo not drawn),102,97,98,111,103,106,118,121,108
Cc1cccc2c3c(sc12)C(c1ccc(F)cc1)C(C#N)=C(N)O3 (stereo not drawn),7.1*,28,23,2.9*,21,8.1*,22,9.5*,24

# More entries.
SMILES,HCT-116,SF-268,SNB-75,KM12,SW-620,HCT-15,HCC-2998,HT29,SNB-19
C=C1C(=O)O[C@H]2[C@H]1CC/C(COC(=O)NCc1ccc(Cn3c(=O)sn(-c4ccc(I)cc4)c3=O)cc1)=C\CC[C@@]1(C)O[C@@H]21,28,87,82,98,3.9*,57,105,34,107
O=c1[nH]c(=O)c2ncn(C3OC(CO)C(O)C3O)c2[nH]1 (stereo not drawn),89,97,92,105,114,104,105,90,109
NC(=O)C1(NC2CCCCC2)CCNCC1,104,103,97,103,x,97,102,104,112
O=C1NN=C2CCCCCCCCCCC12 (stereo not drawn),109,99,x,113,111,83,104,108,102
COc1ccc(/C=N\NC(=O)N/N=C/c2ccc(OC)c(OC)c2)cc1OC,105&96,107&117,81&96,106&111,110&111,109&107,104&97,110&105,109&102
O=C(C[P+](c1ccccc1)(c1ccccc1)c1ccccc1)c1ccc([N+](=O)[O-])cc1,81,103,83,94,95,94,73,105,89
CCCCCC/C=C\CCCCCCCCOc1ccc(CCOP(=O)(O)OCC[N+](C)(C)C)cc1,50,67,75,59,93,85,89,30,39
COc1ccc(OC)c(-c2nc3ccc(C(=O)NN4C(=O)c5ccccc5C4=O)cc3[nH]2)c1,103,98,87,101,96,99,110,93,x
c1ccc(OCCOc2ccccc2)cc1,106,112,95,100,102,102,107,108,97
N#CC1(Nc2ccccc2)CCCC1,104,111,107,108,108,114,110,x,109
Cn1c(=O)c2c(ncn2CC(O)CO)n(C)c1=O (stereo not drawn),106&97&107,108&101&106,99&100&100,107&108&109,113&111&109,95&98&99,115&89&106,99&95&99,111&102&106
O=c1cc(-c2ccc(Cl)cc2)[nH]c2ccccc12,73,86,85,44,57,59,77,86,92
Clc1cccc(-c2cc(Cn3cc(-c4ccncc4)cn3)on2)c1,92,84,75,100,113,94,114,106,97
C=C(C)[C@@H]1CC[C@]2(C(=O)N3CCN(C)CC3)CC[C@]3(C)[C@H](CC[C@@H]4[C@@]5(C)CC[C@H](OCCC#N)C(C)(C)[C@@H]5CC[C@]43C)[C@@H]12,44,90,99,48,7.3*,91,102,28,96
O=C(O)CCn1c2ccccc2c2ccccc21,98,108,88,113,110,128,104,115,109
Cc1cc(=O)[nH]c2c1sc(=O)n2CCC(=O)O,106,100,68,101,100,106,108,111,99
Cc1ccc(/C=C2/C=C(c3ccccc3)OC2=O)cc1,112,98,109,98,106,98,118,106,108
COC(=O)c1[nH]c(=O)c(C#N)c(C(=O)OC)c1C(=O)c1ccccc1,99,99,86,102,102,98,113,113,x
COc1ccc2c(c1)O/C(=C/c1ccc(OCC(=O)Nc3ccccc3OC)cc1)C2=O,97,99,95,100,104,101,105,103,92
c1cncc(-c2ccnc3nc(-c4ccncc4)nn23)c1,100,99,79,101,102,105,99,104,107
O=[N+]([O-])c1ccccc1CCc1ccccc1[N+](=O)[O-],95,117,76,113,104,102,96,87,92
COc1ccc(-c2cc(C(=O)N=Nc3c(O)[nH]c4ccc(Cl)cc34)c3ccccc3n2)cc1,66,69,63,28,7.4*,-42*,19,-17*,24
Oc1ccc2ccccc2c1C1NN=C(c2ccccc2)S1 (stereo not drawn),16,21,42,23,40,x,x,38,24
O=C(Nc1ccc(S(=O)(=O)O)cc1)c1ccc(N=Nc2cc(S(=O)(=O)O)c3ccccc3c2O)cc1,99,98,84,103,97,104,96,99,106
CC1NC(=O)NC1CCCCCC(=O)O (stereo not drawn),105,97,94,99,105,98,x,102,100

# (next part)
SMILES,HCT-116,SF-268,SNB-75,KM12,SW-620,HCT-15,HCC-2998,HT29,SNB-19
C/C(=C\CCc1ccoc1)CC/C=C(\C)CCCN1CCN(CCO)CC1,86,107,90,96,96,99,98,82,96
CC(C)Cc1ccc(C(C)C(=O)OCc2ccc(Cn3c(=O)sn(-c4ccc(Cl)cc4)c3=O)cc2)cc1 (stereo not drawn),100,100,76,109,97,100,93,104,98
O=C(CCCN1CCN(c2ccccn2)CC1)c1ccc(F)cc1,101&87,102&108,117&95,119&106,105&103,114&97,108&117,114&94,103&111
CCN(Cc1ccncc1)C(=O)C(CO)c1ccccc1 (stereo not drawn),103,110,106,98,99,93,104,111,111
C[C@@H]1C=C(I)[C@@]2(CCCO)c3cccc4[nH]cc(c34)[C@@H]12,87,93,91,92,96,101,100,94,92
COC1=CC(=O)c2c(O)c3c(c(O)c2C1=O)CC(C)(O)OC3 (stereo not drawn),-28*,18,42,9.8*,17,0.9*,-21*,-11*,7.0*
Oc1c(C(c2ccccc2)N2CCCCC2)ccc2ccccc12 (stereo not drawn),98,106,92,105,111,107,108,105,106
Cc1nnc2c3ccccc3c(=O)c3ccccc3n12,85,99,96,95,94,97,120,102,99
O=C1NC(=C(Cl)Cl)/C(=N/S(=O)(=O)N2CCCCC2CC2(C(F)(F)F)N=N2)N1 (stereo not drawn),-29*,49,101,9.4*,-82*,-67*,5.5*,-26*,41
O=C(Cc1ccc(/C=C/C(=O)c2ncccn2)cc1)Nc1ccc(F)cc1,101,95,93,89,98,96,107,98,105
C#CCOc1cc(N(CC)CC)ccc1C(C(=O)NC(C)(C)C)N(C(=O)C1CCc2cc(F)ccc2O1)c1cc(C)cc(C)c1 (stereo not drawn),11,38,46,26,36,32,55,40,38
C[C@@H](C[C@H](CCOC(=O)N(C)C)c1ccccc1)c1ccc2ccccc2c1,92,94,94,91,97,104,112,94,93
NS(=O)(=O)c1ccc(CCn2c(SCC(=O)N/N=C/c3c(Cl)cccc3Cl)nc3ccccc3c2=O)cc1,98,95,99,100,101,100,117,111,93
CCCCS(=O)(=O)NC(=O)Nc1ccccc1,101,101,92,105,100,101,102,93,103
Cc1nc(Cl)nc(Cl)c1COS(C)(=O)=O,108,111,71,103,94,109,110,101,109
O=C(C[n+]1ccccc1Cl)c1ccc2c(c1)CCCC2,80,99,88,82,83,102,103,80,108
NS(=O)(=O)c1cccc(N/C=C/C(=O)c2ccc(F)cc2)c1,108,105,108,104,111,98,107,113,103
COc1ccc(NS(=O)(=O)c2ccc(NC3=C(Cl)C(=O)c4ncccc4C3=O)cc2)nn1,91,94,91,109,98,102,114,109,100
CCCCOc1ccc(/C=N/NC(N)=S)cc1,68,89,73,69,73,56,80,61,90
COc1cc(-c2nc3ccc(/C=C/C(=O)c4cc(OC)c(OC)c(OC)c4)cc3s2)ccc1F,65,95,x,66,74,74,90,69,86
O=C(O)CC1SC(=NNc2ncnc3ccccc23)N(c2ccccc2)C1=O (stereo not drawn),103,104,87,101,101,104,117,117,104
Nc1ccc(S(=O)(=O)Nc2cc(Cl)c(N)c(Cl)c2)cc1,94,109,88,104,103,108,107,97,100
Nc1ccc(N2C(=O)NC(=O)C(=O)C2=O)cc1,109,110,94,106,106,111,102,103,101
COc1ccccc1-c1cc(-c2ccc(Br)s2)[nH]c(=O)c1C#N,82,105,91,110,106,100,100,111,102
O=C(Nc1ccccc1O)c1ccc(NS(=O)(=O)c2cccc3cccnc23)cc1,24,44,48,75,30,64,57,40,68

# Reprinted from the entries so far (2 entries):
SMILES,HCT-116,SF-268,SNB-75,KM12,SW-620,HCT-15,HCC-2998,HT29,SNB-19
C/C(=C\CCc1ccoc1)CC/C=C(\C)CCCN1CCN(CCO)CC1,86,107,90,96,96,99,98,82,96
CC(C)Cc1ccc(C(C)C(=O)OCc2ccc(Cn3c(=O)sn(-c4ccc(Cl)cc4)c3=O)cc2)cc1 (stereo not drawn),100,100,76,109,97,100,93,104,98

# A different layout for part of the listing above.
# Values run as follows: HCT-116 | SF-268 | SNB-75 | KM12 | SW-620 | HCT-15 | HCC-2998 | HT29 | SNB-19
CCN(Cc1ccncc1)C(=O)C(CO)c1ccccc1 (stereo not drawn)
 : 103 | 110 | 106 | 98 | 99 | 93 | 104 | 111 | 111
O=C(Cc1ccc(/C=C/C(=O)c2ncccn2)cc1)Nc1ccc(F)cc1
 : 101 | 95 | 93 | 89 | 98 | 96 | 107 | 98 | 105
O=C(C[n+]1ccccc1Cl)c1ccc2c(c1)CCCC2
 : 80 | 99 | 88 | 82 | 83 | 102 | 103 | 80 | 108
Cc1nnc2c3ccccc3c(=O)c3ccccc3n12
 : 85 | 99 | 96 | 95 | 94 | 97 | 120 | 102 | 99
COC1=CC(=O)c2c(O)c3c(c(O)c2C1=O)CC(C)(O)OC3 (stereo not drawn)
 : -28* | 18 | 42 | 9.8* | 17 | 0.9* | -21* | -11* | 7.0*
COc1ccccc1-c1cc(-c2ccc(Br)s2)[nH]c(=O)c1C#N
 : 82 | 105 | 91 | 110 | 106 | 100 | 100 | 111 | 102
CCCCS(=O)(=O)NC(=O)Nc1ccccc1
 : 101 | 101 | 92 | 105 | 100 | 101 | 102 | 93 | 103

# Carrying on.
SMILES,HCT-116,SF-268,SNB-75,KM12,SW-620,HCT-15,HCC-2998,HT29,SNB-19
CC(Cl)(CCl)CCl,98,98,104,98,105,113,92,96,99
COC(=O)c1cc(=O)nc(N/N=C/c2ccc(OC)cc2)s1,96,106,117,113,106,91,102,111,98
COc1c2occc2c(OC)c2c(=O)c(C3=NN(c4ccccc4)C(c4ccc(F)cc4)C3)c(C)oc12 (stereo not drawn),83,99,74,98,105,95,89,101,92
COc1cc(/C=C/c2cn[nH]c2-c2ccc(C)cc2)cc(OC)c1OC,12,49,29,30,20,23,79,6.8*,48
COc1ccc(S(=O)(=O)NCCNc2cc(-c3cn(-c4ccccc4)nc3-c3cccc(OC)c3)ccn2)cc1,50,63,87,57,85,54,74,45,61
N#Cc1c(-c2ccccc2)[nH]c2ncc(-c3ccc4ccccc4c3)n2c1=O,100,100,96,97,112,97,98,98,104
NS(=O)(=O)c1ccc(-n2nc(-c3ccc(-c4ccccc4)cc3)ccc2=O)cc1,95,104,90,103,100,110,108,106,92
CC(C)(C)C(=O)OC(N)/C=C/c1ccccc1 (stereo not drawn),94,101,94,106,94,109,107,96,105
C/C=C/C(=O)OCc1ccccc1,96,x,86,x,104,106,103,108,121
COc1ccc(-c2cc(O)c(C(=O)N3CCOCC3)s2)cc1,103,98,93,102,98,103,104,106,98
C=C1c2c(C)nn(-c3ccc(N)cc3)c2N(C)C23CC1C1(C)c4c(C)nn(-c5ccc(N)cc5)c4N(C)C(C)(CC12)C3 (stereo not drawn),34,77,109,68,77,39,86,62,81
COc1ccc(-c2cn(Cc3cc4ccccc4s3)nn2)cc1O,86,81,77,68,79,75,104,98,85

# Looked up one by one from above:
SMILES,HCT-116,SF-268,SNB-75,KM12,SW-620,HCT-15,HCC-2998,HT29,SNB-19
COc1c2occc2c(OC)c2c(=O)c(C3=NN(c4ccccc4)C(c4ccc(F)cc4)C3)c(C)oc12 (stereo not drawn),83,99,74,98,105,95,89,101,92
NS(=O)(=O)c1ccc(-n2nc(-c3ccc(-c4ccccc4)cc3)ccc2=O)cc1,95,104,90,103,100,110,108,106,92
CC(C)(C)C(=O)OC(N)/C=C/c1ccccc1 (stereo not drawn),94,101,94,106,94,109,107,96,105
